Compound activity (PubChem BioAssay)
G6PDH counter: counter-screen for G6PDH assay hits: L. mesenteroides G6PDH inhibition. hit rate 0.12% among 200,000. inhibition, % at 5 µM. Purified L. mesenteroides G6PDH, diaphorase/resazurin coupled fluorescence, 45 min; in the data active = inhibition above about 50%
PMI act: increases human mannose-6-phosphate isomerase activity; activation factor at 20 µM; hit rate 0.005% among 190,000; purified human PMI, coupled resazurin fluorescence, 20 min; active compounds read high; 1 = vehicle control, 0 substrate-free wells;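 active = activation factor of 2 or more at 20 µM, relative to plate controls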
Diaph inh CS: inhibits diaphorase or chemically oxidizes, flagging diaphorase assay artifacts. diaphorase resazurin-to-resorufin fluorescence, NADH, 16 min; bacterial (C. kluyveri) enzyme, not human. inhibition, % at 20 µM. hit rate 0.69% among 190,000;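 active = primary screen inhibition at 20 µM above a set limit, cut at about 50% in these data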;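 note: plate controls were DMSO with full reaction for no effect and wells lacking NADH for full effect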
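controls = No-NADH positive control and DMSO neutral control | system = Clostridium kluyveri diaphorase enzyme | timing = reaction incubation of 16 min at room temperature | signal = resorufin fluorescence 544/590 nm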
PMI act hi M6P: increases human PMI activity with near-saturating mannose 6-phosphate; activation factor at 20 µM; P34949; AID 1216; coupled PMI enzyme assay, resazurin fluorescence, 20 min; active compounds read high; 1 = untreated enzyme, 0 = substrate-free blank; hit rate 0.34% among 190,000;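 active = activation factor of 2 or more at 20 µM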
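Technique: Diaphorase-driven resazurin-to-resorufin fluorescence, excitation 544, emission 590 nm | Assay system: Human PMI in coupled enzyme assay | Times: Enzyme reaction with compound 20 min at room temperature | Medium: HEPES-buffered pH 7.4 with magnesium and detergent | Reagent: Mannose-6-phosphate 1.0 mM (near-saturating) plus 0.22 mM NADP+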
Diaph act CS: activates diaphorase or chemically reduces, flagging diaphorase assay artifacts; Diaphorase/resazurin coupled assay, resorufin fluorescence, 16 min; active compounds read high; 1 = vehicle wells, 0 = NADH-free wells; activation factor at 20 µM; AID 1229; hit rate 0.005% among 190,000;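 active = diaphorase activity raised at least twofold by the compound at 20 µM; inactive = activation factor below 2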
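Material: bacterial diaphorase enzyme (C. kluyveri); amount: enzyme 0.07 U/mL final; reagent: NADH substrate 0.114 mM plus resazurin dye 0.1 mM, final; doses: single compound dose of 20 µM, 1% DMSO final; timing: 16 min enzyme reaction, ambient temperature; measured by: fluorescence of resorufin, 544 nm excitation, 590 nm emission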
TNAP inh no acc: inhibitors of human TNAP without phosphate acceptor. P05186. hit rate 0.26% among 200,000. AID 1012. purified TNAP, CDP-star luminescence, 30 min. inhibition, % at 20 µM;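 active = tissue-nonspecific alkaline phosphatase inhibition above about 50% at 20 µM in the single-dose screen, limit read from the data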;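 note: 0% = DMSO negative control and 100% = EDTA positive control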
Target sequence (P05186 whole entry, looked up): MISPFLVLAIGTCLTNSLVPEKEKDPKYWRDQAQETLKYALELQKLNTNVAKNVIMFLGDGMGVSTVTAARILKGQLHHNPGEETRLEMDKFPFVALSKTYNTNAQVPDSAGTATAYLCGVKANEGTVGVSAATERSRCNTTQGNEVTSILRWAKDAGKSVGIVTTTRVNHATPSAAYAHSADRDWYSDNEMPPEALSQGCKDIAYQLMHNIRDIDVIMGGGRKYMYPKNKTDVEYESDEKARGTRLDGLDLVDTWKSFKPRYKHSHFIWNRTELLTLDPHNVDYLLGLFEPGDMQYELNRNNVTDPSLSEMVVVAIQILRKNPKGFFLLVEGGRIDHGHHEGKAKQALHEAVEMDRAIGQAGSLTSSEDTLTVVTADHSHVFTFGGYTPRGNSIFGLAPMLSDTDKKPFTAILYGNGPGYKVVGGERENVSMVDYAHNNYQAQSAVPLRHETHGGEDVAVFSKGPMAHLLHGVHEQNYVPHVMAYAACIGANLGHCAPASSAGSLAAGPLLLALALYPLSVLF
Efa HMGR inh: blocks class II HMG-CoA reductase of Enterococcus faecalis. inhibition, % at 10 µM. purified E. faecalis HMGR, NADPH absorbance 340 nm kinetic. hit rate 0.41% among 190,000;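 active = inhibition above a set limit, the median over all tested compounds plus 3 SD, cut at about 9.5% in these data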;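 note: enzyme runs in reverse so mevalonate oxidation gives rising NADPH absorbance; 0% = complete reaction with DMSO and 100% = background rate lacking mevalonate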
FLuc stim CS: firefly luciferase counter-screen for stimulation assays. activation factor at 10 µM. ATPlite luciferase biochemical, luminescence, 10 min; 0 = ATP-free wells, 1 = DMSO control. P08659. 200,000 tested, under 10 active. AID 1027;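 active = luciferase activation factor, scaled between plate controls, of at least 2 with compound at 10 µM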
Target sequence (P08659 whole entry, looked up): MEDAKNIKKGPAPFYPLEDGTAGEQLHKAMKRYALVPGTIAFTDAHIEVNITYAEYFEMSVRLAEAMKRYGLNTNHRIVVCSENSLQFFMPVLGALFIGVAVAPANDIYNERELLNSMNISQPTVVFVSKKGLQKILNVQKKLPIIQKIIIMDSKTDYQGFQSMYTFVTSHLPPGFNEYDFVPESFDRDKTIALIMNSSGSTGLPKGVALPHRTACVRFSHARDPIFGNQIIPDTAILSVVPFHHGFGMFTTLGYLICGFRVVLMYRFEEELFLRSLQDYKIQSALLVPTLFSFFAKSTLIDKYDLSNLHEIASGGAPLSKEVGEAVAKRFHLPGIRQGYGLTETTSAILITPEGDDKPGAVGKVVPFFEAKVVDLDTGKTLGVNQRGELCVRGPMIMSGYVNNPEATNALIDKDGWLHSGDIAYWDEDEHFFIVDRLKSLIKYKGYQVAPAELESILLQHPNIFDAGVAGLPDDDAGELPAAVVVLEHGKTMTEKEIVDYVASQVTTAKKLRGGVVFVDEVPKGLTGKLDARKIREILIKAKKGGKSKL
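test system = cell-free luciferase reagent | medium = PBS as buffer for the ATP substrate | dosing = test compounds dosed from 2 mM stocks in 100% DMSO | incubation = 10 min at ambient temperature | detection = luminescence measurement of luciferase light output | benchmarks = low control with PBS replacing ATP, high control enzyme plus ATP without compound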
TNAP inh hi DEA: TNAP (human) inhibition, high acceptor; purified TNAP, CDP-star luminescence, 1 M DEA; P05186; AID 1135; hit rate 0.03% among 200,000; inhibition, % at 20 µM;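 active = over 50% inhibition of tissue-nonspecific alkaline phosphatase at 20 µM in the single-dose screen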;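 note: plate controls were DMSO wells for no effect and EDTA-quenched wells as full inhibition for full effect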
TNAP act hiacc: increases human TNAP activity under high phosphate acceptor concentration; P05186; 200,000 tested, under 10 active; activation factor at 20 µM; purified TNAP, CDP-star luminescence, 1 M DEA, 30 min; active compounds read high; 0 = EDTA background, 1 = DMSO-only activity;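 active = activation factor at least 2 at 20 µM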
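Dosing: 20 µM single point. System: human TNAP. Amount: TNAP 1/800 final. Incubation: 30 min, room temperature. Read-out: TNAP activation factor scaled between EDTA and DMSO control wells. Signal: luminescence from CDP-star hydrolysis. Medium: 1 M DEA, pH 9.8, Mg2+, Zn2+. Control set: EDTA negative control, DMSO positive control.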
The depositor's hits bear a star.

CCO[C@H]1OC(C(N)=O)=C[C@@H](c2coc3ccccc3c2=O)[C@@H]1CCCO was read as G6PDH counter 14.1, PMI act 0.9, Diaph inh CS 11.1, PMI act hi M6P 1, Diaph act CS 0.9, TNAP inh no acc 0.4, Efa HMGR inh 1.8, FLuc stim CS 1, TNAP inh hi DEA 2.9 and TNAP act hiacc 1.
CCn1c(SCC(=O)NCc2ccccc2)nnc1-c1cccnc1 was read as G6PDH counter 7.3, PMI act 1, Diaph inh CS 12.1, PMI act hi M6P 1, Diaph act CS 0.9, TNAP inh no acc -7.8, Efa HMGR inh 1.2, FLuc stim CS 1.1, TNAP inh hi DEA -5.0 and TNAP act hiacc 1.1.
Screening CCCCC(=O)NCc1ccc2c(c1)cc(C)n2C returned G6PDH counter 6.7, PMI act 0.9, Diaph inh CS 6.0, PMI act hi M6P 0.8, Diaph act CS 0.9, TNAP inh no acc -7.0, Efa HMGR inh -4.7, FLuc stim CS 1, TNAP inh hi DEA -6.3 and TNAP act hiacc 1.1.
`COc1ccccc1N1CCN(C(=O)C2CCN(S(=O)(=O)c3ccc(F)cc3)CC2)CC1` gave G6PDH counter 5.3, PMI act 1.1, Diaph inh CS 3.2, PMI act hi M6P 1.2, Diaph act CS 1, TNAP inh no acc -4.6, Efa HMGR inh -1.0, FLuc stim CS 1.1, TNAP inh hi DEA -9.3 and TNAP act hiacc 1.1.
`CS(=O)(=O)NCCSCc1ccco1` gave G6PDH counter 5.7, PMI act 0.6, Diaph inh CS 16.9, PMI act hi M6P 0.8, Diaph act CS 0.8, TNAP inh no acc -7.6, Efa HMGR inh 0.7, FLuc stim CS 1, TNAP inh hi DEA -5.4 and TNAP act hiacc 1.1.
CSc1ccc(CN(C)CC(=O)Nc2ccc(C)cc2Br)cc1 was read as G6PDH counter 8.7, PMI act 1.1, Diaph inh CS 9.5, PMI act hi M6P 1, Diaph act CS 0.9, TNAP inh no acc -7.8, Efa HMGR inh -1.4, FLuc stim CS 1.1, TNAP inh hi DEA -3.7 and TNAP act hiacc 1.
Screening Cc1c(Cl)c([N+](=O)[O-])nn1CC(=O)NC(C)C1CC2CCC1C2 (stereo unspecified) returned G6PDH counter 5.1, PMI act 0.9, Diaph inh CS 19.9, PMI act hi M6P 1, Diaph act CS 0.8, TNAP inh no acc -6.3, Efa HMGR inh -5.4, FLuc stim CS 1.1, TNAP inh hi DEA -5.1 and TNAP act hiacc 1.1.
`COc1ccc(NC(=O)OC(C)C)cc1` gave G6PDH counter -1.0, PMI act 1, Diaph inh CS 15.7, PMI act hi M6P 1, Diaph act CS 0.8, TNAP inh no acc -12.6, Efa HMGR inh 0.2, FLuc stim CS 0.7, TNAP inh hi DEA -5.7 and TNAP act hiacc 1.1.
For CC(=O)Nc1ccc(S(=O)(=O)Oc2ccc(C(=S)N3CCCCC3)cc2)cc1 the results were G6PDH counter -3.0, PMI act 0.9, Diaph inh CS 26.0, PMI act hi M6P 0.9, Diaph act CS 0.7, TNAP inh no acc -8.5, Efa HMGR inh -3.6, FLuc stim CS 1.1, TNAP inh hi DEA -4.9 and TNAP act hiacc 1.
Screening O=C(c1ccc(S(=O)(=O)N2CCCCCC2)cc1)N1CCN(c2ccccn2)CC1 returned G6PDH counter 0.1, PMI act 0.9, Diaph inh CS 6.2, PMI act hi M6P 0.9, Diaph act CS 0.9, TNAP inh no acc -2.3, Efa HMGR inh -3.0, FLuc stim CS 1, TNAP inh hi DEA -4.1 and TNAP act hiacc 1.
Screening Cc1cc2ncn(-c3ncnc4sc5c(c34)CCCC5)c2cc1C returned G6PDH counter 1.8, PMI act 0.9, Diaph inh CS 0.0, PMI act hi M6P 1, Diaph act CS 1, TNAP inh no acc 0.3, Efa HMGR inh 0.1, FLuc stim CS 1.1, TNAP inh hi DEA -4.5 and TNAP act hiacc 1.
`CC(C)(C)OC(=O)N1CCC(c2c(C(=O)O)cnn2-c2ccccc2Cl)CC1` gave G6PDH counter -2.0, PMI act 1, Diaph inh CS 18.1, PMI act hi M6P 0.9, Diaph act CS 0.8, TNAP inh no acc -14.3, Efa HMGR inh 0.1, FLuc stim CS 1.1, TNAP inh hi DEA -5.0 and TNAP act hiacc 1.1.
Screening O=S(=O)(Cc1cccc(F)c1)c1c[nH]c2ccccc12 returned G6PDH counter 16.9, PMI act 1, Diaph inh CS 23.0, PMI act hi M6P 0.9, Diaph act CS 0.8, TNAP inh no acc -7.0, Efa HMGR inh -8.4, FLuc stim CS 1.1, TNAP inh hi DEA -7.0 and TNAP act hiacc 1.1.
Screening COC(=O)c1ccc(Sc2nnnn2-c2ccccc2)c([N+](=O)[O-])c1 returned G6PDH counter 0.3, PMI act 0.8, Diaph inh CS 18.6, PMI act hi M6P 0.9, Diaph act CS 0.8, TNAP inh no acc -3.8, Efa HMGR inh -8.8, FLuc stim CS 1, TNAP inh hi DEA -0.8 and TNAP act hiacc 1.
`CCOc1ccccc1N1CCN(C(=S)NCc2ccco2)CC1` gave G6PDH counter 12.2, PMI act 0.9, Diaph inh CS 7.6, PMI act hi M6P 1, Diaph act CS 0.9, TNAP inh no acc -6.5, Efa HMGR inh -3.9, FLuc stim CS 1, TNAP inh hi DEA 1.8 and TNAP act hiacc 1.
For CCOC(=O)c1cn(CC(=O)Nc2cccc(Cl)c2C)nn1 the results were G6PDH counter 2.7, PMI act 1, Diaph inh CS 17.3, PMI act hi M6P 0.9, Diaph act CS 0.8, TNAP inh no acc -9.3, Efa HMGR inh 2.6, FLuc stim CS 1, TNAP inh hi DEA -3.5 and TNAP act hiacc 1.
For Cc1cc(C(=O)Cn2cc(C(F)(F)F)ccc2=O)c(C)n1-c1ccccc1 the results were G6PDH counter 21.2, PMI act 0.8, Diaph inh CS 14.8, PMI act hi M6P 0.9, Diaph act CS 0.9, TNAP inh no acc -5.8, Efa HMGR inh 2.5, FLuc stim CS 1, TNAP inh hi DEA -2.0 and TNAP act hiacc 1.
Screening COc1cccc(NC(=O)Cn2c3ccccc3c3nc4n(c(=O)c32)CCS4)c1 returned G6PDH counter -1.0, PMI act 1, Diaph inh CS -10.3, PMI act hi M6P 1, Diaph act CS 1.1, TNAP inh no acc -6.1, Efa HMGR inh 3.7, FLuc stim CS 1, TNAP inh hi DEA -1.2 and TNAP act hiacc 1.
For COc1ccc(NC2=C(Cl)C(=O)N(CCc3ccccc3)C2=O)c(OC)c1 the results were G6PDH counter 6.9, PMI act 0.8, Diaph inh CS 12.7, PMI act hi M6P 0.8, Diaph act CS 0.9, TNAP inh no acc -1.9, Efa HMGR inh -0.6, FLuc stim CS 1.1, TNAP inh hi DEA 5.5 and TNAP act hiacc 0.9.
O=C(OCCN1C(=O)c2ccccc2C1=O)c1cccs1 was read as G6PDH counter -3.4, PMI act 1, Diaph inh CS 10.1, PMI act hi M6P 1, Diaph act CS 0.9, TNAP inh no acc -12.2, Efa HMGR inh -3.0, FLuc stim CS 1.1, TNAP inh hi DEA -5.1 and TNAP act hiacc 1.1.
`CCOC(=O)c1cc(NC(=O)c2cccnc2)cc(C(=O)OCC)c1` gave G6PDH counter -20.0, PMI act 0.9, Diaph inh CS 10.8, PMI act hi M6P 0.9, Diaph act CS 0.9, TNAP inh no acc -8.1, Efa HMGR inh 0.5, FLuc stim CS 1, TNAP inh hi DEA -3.1 and TNAP act hiacc 1.
O=C(Cn1nnc(-c2ccncc2)n1)N1CCc2ccccc21 was read as G6PDH counter 12.0, PMI act 1, Diaph inh CS 11.9, PMI act hi M6P 1, Diaph act CS 0.9, TNAP inh no acc -9.7, Efa HMGR inh -0.2, FLuc stim CS 1, TNAP inh hi DEA -2.1 and TNAP act hiacc 1.
Clc1ccc(-n2nnnc2-c2cnc(-c3ccccn3)nc2-c2cccs2)cc1 was read as G6PDH counter 7.9, PMI act 1, Diaph inh CS -1.4, PMI act hi M6P 1, Diaph act CS 1, TNAP inh no acc 2.5, Efa HMGR inh -0.2, FLuc stim CS 1, TNAP inh hi DEA 0.1 and TNAP act hiacc 1.
For CCN(CC(=O)NC(C)(C)C)C(=O)C(c1ccccc1)c1ccccc1 the results were G6PDH counter 7.3, PMI act 1, Diaph inh CS 7.0, PMI act hi M6P 1, Diaph act CS 0.9, TNAP inh no acc -7.5, Efa HMGR inh -11.5, FLuc stim CS 1, TNAP inh hi DEA -0.7 and TNAP act hiacc 1.
Screening CCC(C)c1ccc(NC(=S)NCCn2cc(Br)cn2)cc1 (stereo unspecified) returned G6PDH counter 0.9, PMI act 0.8, Diaph inh CS 25.8, PMI act hi M6P 0.9, Diaph act CS 0.7, TNAP inh no acc -17.8, Efa HMGR inh -10.0, FLuc stim CS 1, TNAP inh hi DEA -4.1 and TNAP act hiacc 1.
For O=C(O)c1cc(N/N=C/c2ccc3c(c2)OCCO3)ccc1Cl the results were G6PDH counter 15.6, PMI act 1.4, Diaph inh CS 13.5, PMI act hi M6P 1.4, Diaph act CS 0.9, TNAP inh no acc -13.9, Efa HMGR inh 5.8, FLuc stim CS 0.4, TNAP inh hi DEA -1.7 and TNAP act hiacc 1.
Cc1ccccc1-c1nnn(CC(=O)N2CCN(S(=O)(=O)c3ccc(Cl)cc3)CC2)n1 was read as G6PDH counter -5.4, PMI act 0.9, Diaph inh CS 11.4, PMI act hi M6P 1, Diaph act CS 0.9, TNAP inh no acc -0.5, Efa HMGR inh 1.4, FLuc stim CS 1, TNAP inh hi DEA -8.0 and TNAP act hiacc 1.1.
Screening CCn1c(C(C)NC(=O)c2ccccc2C)n[nH]c1=S (stereo unspecified) returned G6PDH counter 3.0, PMI act 1, Diaph inh CS 3.2, PMI act hi M6P 1, Diaph act CS 1, TNAP inh no acc -8.7, Efa HMGR inh 1.9, FLuc stim CS 1, TNAP inh hi DEA -6.7 and TNAP act hiacc 1.1.
